High-throughput results as filed in PubChem BioAssay.
mIAP block – mouse IAP inhibition; purified mouse IAP, CDP-Star luminescence, 30 min; inhibition, % at 10 µM; 0.2% of 330,000 active; AID 2806;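 active means inhibition of at least 40% at 10 µM in the primary screen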;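 further: plate controls were DMSO with enzyme for no effect and no enzyme wells for full effect; values of inactives mirror those of a sister screen read the other way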
tim10-1 inh – growth inhibitors of tim10-1 mutant yeast; inhibition, % at 20 µM; 2.2% of 330,000 active; AID 463190; S. cerevisiae tim10-1 ts strain growth, BacTiter-Glo, 24 h;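 active means inhibition of at least 40%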;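 further: mutant grown at 25 °C; 0% = DMSO wells with yeast and 100% = wells holding no yeast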
NALP3 yeast inh – blocks the NALP3 inflammasome reconstituted in yeast; Yeast reconstituted NLRP3/ASC/caspase-1, beta-gal luminescence, 24 h; inhibition, % at 10 µM; 0.39% of 330,000 active;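 active means inhibition of 50% or more; inactive means inhibition below 50%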;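 further: plate controls were induced DMSO wells for no effect and uninduced yeast grown without galactose for full effect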
mIAP activ – increases mouse intestinal alkaline phosphatase activity. 0.24% of 330,000 active. muIAP, CDP-Star luminescence, 30 min; hits give high values; 1 = vehicle-only enzyme signal, 0 = enzyme-free wells. AID 2805. activation factor at 10 µM;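 active means activation factor of at least 2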; further: the source names both 10 and 20 µM as test concentration; values of inactives mirror those of a sister screen read the other way
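System: Mouse IAP enzyme | Also added: CDP-Star substrate | Dosing: Compounds dispensed in DMSO | Schedule: 30 min enzyme-substrate-compound incubation at room temperature | Technique: Chemiluminescence readout | Control set: DMSO-only wells and no-enzyme negative control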
beta cell repl – inducers of beta-cell replication in MIN6 cells. MIN6 cells proliferation, ATPlite luminescence, 48 h; cells starved in 0.2% serum; 100% = growth in 10% serum. proliferation, % at 10 µM. 0.29% of 330,000 active. AID 2380;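 active means compounds whose signal lies at least 3.5 SD above the mean of all wells on their plate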;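 further: 0% = DMSO-treated cells in low-serum medium and 100% = 10% serum control; some compounds called inactive have numbers as strong as hits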
APOBEC3G inh – blocks human APOBEC3G single-stranded DNA deamination; inhibition, % at 20 µM; Q9HC16; AID 493012; 0.28% of 330,000 active; recombinant A3G, ssDNA deamination FAM/TAMRA fluorescence;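 active means inhibition of at least 40% at 20 µM, with no more than 30% in the related APOBEC3A deaminase screen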;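 further: plate controls were DMSO wells with A3G for no effect and wells lacking A3G enzyme for full effect; some compounds called inactive have numbers as strong as hits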
Target sequence (Q9HC16 whole entry, looked up): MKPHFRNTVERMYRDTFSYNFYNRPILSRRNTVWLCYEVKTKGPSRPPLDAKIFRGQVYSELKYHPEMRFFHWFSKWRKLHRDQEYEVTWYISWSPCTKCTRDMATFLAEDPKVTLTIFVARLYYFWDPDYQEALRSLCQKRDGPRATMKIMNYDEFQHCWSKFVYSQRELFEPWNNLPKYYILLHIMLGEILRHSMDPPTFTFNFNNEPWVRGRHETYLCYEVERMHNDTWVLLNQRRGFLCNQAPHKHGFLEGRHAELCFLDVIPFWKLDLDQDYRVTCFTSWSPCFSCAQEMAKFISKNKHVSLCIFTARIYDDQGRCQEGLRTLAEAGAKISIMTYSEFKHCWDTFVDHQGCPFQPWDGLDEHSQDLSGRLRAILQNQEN
APOBEC3A inh – inhibitors of human APOBEC3A DNA deaminase; P31941; recombinant A3A, FAM/TAMRA ssDNA deamination fluorescence; inhibition, % at 20 µM; 0.41% of 330,000 active;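 active means at least 40% inhibition at 20 µM here, with at most 30% in a related deaminase screen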;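 further: plate controls were A3A with DMSO for no effect and wells lacking A3A enzyme for full effect; some results filed as inactive read as strong as hits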
hIAP block – blocks human intestinal alkaline phosphatase; purified IAP, CDP-Star luminescence, 30 min; 0.12% of 330,000 active; inhibition, % at 10 µM; P09923; AID 2544;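 active means inhibition reaching a set limit with compound at 10 µM in the primary screen, cut at about 35% in these data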;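 further: plate controls were DMSO wells with enzyme for no effect and no-enzyme buffer wells for full effect; values of inactives mirror those of a sister screen read the other way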
Target sequence (P09923 whole entry, looked up): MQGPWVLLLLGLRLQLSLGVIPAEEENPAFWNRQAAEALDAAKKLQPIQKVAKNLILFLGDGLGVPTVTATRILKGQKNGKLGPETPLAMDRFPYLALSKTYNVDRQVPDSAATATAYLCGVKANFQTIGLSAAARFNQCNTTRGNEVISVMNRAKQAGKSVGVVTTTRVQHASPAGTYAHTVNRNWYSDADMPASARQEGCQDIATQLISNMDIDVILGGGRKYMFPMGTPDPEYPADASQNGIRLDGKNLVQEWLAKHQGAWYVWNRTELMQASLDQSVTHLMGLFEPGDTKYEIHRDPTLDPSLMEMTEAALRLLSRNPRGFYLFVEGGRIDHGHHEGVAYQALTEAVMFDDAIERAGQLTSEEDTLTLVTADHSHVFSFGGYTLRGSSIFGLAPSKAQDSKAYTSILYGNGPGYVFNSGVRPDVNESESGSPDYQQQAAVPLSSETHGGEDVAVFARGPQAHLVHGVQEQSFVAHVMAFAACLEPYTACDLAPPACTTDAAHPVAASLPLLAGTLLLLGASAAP
TIM10 inh – growth inhibitors of TIM10 yeast strain | 1.4% of 330,000 active | S. cerevisiae TIM10 strain growth, BacTiter-Glo luminescence, 24 h | inhibition, % at 10 µM;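 active means inhibition of 40% or more at the single tested concentration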;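 further: wild-type TIM10 isogenic control strain grown at permissive 25 °C; 0% = DMSO yeast wells and 100% = minimal medium wells without yeast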
Numbers without * were called inactive; x = no result given.

The line under a structure holds: mIAP block, tim10-1 inh, NALP3 yeast inh, mIAP activ, beta cell repl, APOBEC3G inh, APOBEC3A inh, hIAP block, TIM10 inh
- CCCN(CCC)CCCNC(=O)c1ccc2c(Cl)c3c(nc2c1)CCC3
  7, -2, 1, 0.93, -3, 0, 2, 4, 7
- Cc1ccc(-c2ccc(/C=C(\C#N)C(=O)Nc3cc(C)nn3-c3ccccc3)o2)cc1
  24, 14, 26, 0.76, -6, -8, -1, 0, 10
- COc1ccc(CC(=O)N2CCN=C2SC)cc1
  -3, 5, 10, 1, -5, 2, 1, -14, 3
- COCCN1CC(=O)N(c2cccc(C)c2C)C(c2ccc(Cl)cc2)C1=O (stereo not given)
  -9, 25, 16, 1.1, -2, 0, 0, 7, 20
- O=C(Nc1cccc2[nH]ncc12)c1ccc(F)cc1
  -6, 15, -1, 1.1, 6, -5, 0, 2, -20
- Cc1ccccc1Cn1cccc1/C=C1/C(=N)N2C=CSC2=NC1=O
  11, -2, 25, 0.89, -3, -8, -4, 0, -15
- CCCN(CC1CC1)C(=S)Nc1ccc(C(C)=O)cc1
  -3, 9, 10, 1, 2, -6, 1, 8, -13
- C/C(=C\c1ccccc1)C(=O)NCc1ccco1
  1, 3, -8, 0.99, -4, -4, -2, -7, -15
- O=C(N/N=C/c1ccccc1C(F)(F)F)c1ccc2nc[nH]c2c1
  12, 3, 5, 0.88, -3, -5, -6, -64, 7
- C=CCN=C1S/C(=C\c2ccc(Cl)cc2)C(=O)N1CC=C
  5, 13, 25, 0.95, -2, -7, 1, 14, 10
- CCOc1cc(/C=N/Nc2nc(-c3cccc(S(=O)(=O)N4CCCC4)c3)cs2)ccc1O
  13, 22, -30, 0.87, 0, -11, 0, 10, 22
- CCC(SC1=N/C(=C/c2ccccc2OC)C(=O)N1c1ccccc1)C(=O)Nc1cc(C)on1 (stereo not given)
  -2, 29, 17, 1, 5, 2, 1, 18, 14
- NS(=O)(=O)c1cccc(NC(=O)CSc2nnc(-c3ccccc3F)n2C2CC2)c1
  11, -12, 5, 0.89, 0, -2, 1, -2, -5
- COc1ccccc1NC(=O)C1=C(C)Nc2nnnn2C1c1ccccc1OC (stereo not given)
  0, -2, 8, 1, -3, -4, 3, -10, -7
- Cc1ccnc(NS(=O)(=O)c2ccc3c(c2)CCO3)c1
  0, -12, -1, 1, -3, -1, 3, -47, -1
- CCOc1ccccc1N1CCN(C(=O)CC(C)C)CC1
  6, 14, 10, 0.94, 1, -2, -2, -3, -2
- CCOC(=O)N/N=C/c1cccnc1
  -20, 5, 7, 1.2, -3, -10, -3, -18, -2
- CCOc1ccc(OCC)c(NC(=O)C2CCN(S(=O)(=O)c3cccc4nonc34)CC2)c1
  5, -11, 15, 0.95, 1, -5, -3, -16, 1
- COc1ccc(CCNC(=O)CSc2ccc3nnc(CCNC(=O)c4ccccc4)n3n2)cc1OC
  1, -5, 12, 0.99, -3, -3, 0, 4, -1
- O=[N+]([O-])c1ccc(-n2cccn2)c(-c2nn[nH]n2)c1
  -4, 5, 25, 1, -1, -6, -3, 4, 2
- CC(=O)NN1C(=O)c2ccccc2NC1c1ccc([N+](=O)[O-])o1 (stereo not given)
  6, 2, 23, 0.94, -3, -6, -1, -1, 9
- CN(CCc1ccccn1)C(=O)c1ccc(OC2CCN(CCc3ccccc3)CC2)cc1
  -7, 12, 15, 1.1, -4, 6, -1, 2, 7
- O=C(CCC(=O)N(CC(=O)NC1CCCCC1)Cc1ccc(F)cc1)Nc1nccs1
  -8, 24, 12, 1.1, 0, 3, 1, -2, 1
- Cc1cc(C(F)(F)F)nn1CC(=O)N1CCCCC1C (stereo not given)
  9, -6, 11, 0.91, -2, -12, -4, -2, -5
- COc1cccc(NC(=S)N(CCC(C)C)C2CCN(C(C)=O)CC2)c1
  -6, -4, 5, 1.1, -2, -7, -4, -2, 9
- COc1ccc(S(=O)(=O)N(C)CC(=O)NCc2cccnc2)cc1OC
  2, -7, 8, 0.98, -2, -3, 0, 20, -8
- Cc1ccccc1C(=O)NC(=S)Nc1cccc(NC(=O)C(C)C)c1
  7, 17, 12, 0.93, -2, -3, -3, -3, -1
- CC(C)(C)NC(=O)COc1ccc(S(=O)(=O)N2CCCC2)cc1
  -2, -8, -1, 1, -1, -4, -9, -6, 8
- CN(Cc1cnn(C)c1)Cc1nc(-c2ccc(Cl)cc2)no1
  8, 6, -1, 0.92, -1, -16, 0, -2, -2
- CCOc1ccc(NS(=O)(=O)c2ccc(-c3ccc(=O)[nH]n3)o2)cc1
  -5, -2, 7, 1.1, -1, -7, -11, -18, -7
- Cc1ccc(C(C)C)cc1OCC(=O)Nc1ccccc1N1CCCC1
  0, -16, 26, 1, -6, -3, 1, -6, -3
- CCOC(=O)[C@H]1[C@H]2COc3cc(OC)ccc3[C@@H]2N2C(=O)c3cc(OC)ccc3NC(=O)[C@@]12C
  8, 23, 10, 0.92, -1, -9, -5, 24, 10
- COc1ccc(S(=O)(=O)N2CN3CCN(C3)C2)cc1
  16, 4, 19, 0.84, -3, 1, 7, -27, 2
- COC(=O)c1cc2c(ccn2-c2ccc(F)cc2)n1Cc1ccc(C#N)cc1
  8, 4, 6, 0.92, -2, 3, 1, 4, 0
- Cc1cc(C)c2nc(NNC(=O)c3cc(-c4cccs4)nc4ccccc34)sc2c1
  -8, 37, 12, 1.1, -6, -11, -3, -25, -12
- COc1cc(C2NC(=O)NC(C)=C2[N+](=O)[O-])cc(OC)c1OC (stereo not given)
  0, 11, -3, 1, -3, -6, -1, 12, -2
- Cc1cc(C(=O)N2CCN(c3ccccc3Cl)CC2)c(C)o1
  0, 14, 16, 1, -5, -4, -1, -2, 10
- CCOc1ccccc1NC(=S)NCC1CCCO1 (stereo not given)
  8, 13, 2, 0.92, 0, -10, -4, 16, -1
- O=C(CSc1nnc(CNC(=O)c2ccco2)o1)Nc1ccc(Cl)cc1
  6, 7, 6, 0.94, -1, -6, -7, 0, 2
- O=C1CC(C2CCCO2)C(=O)N1c1ccc(Cl)c(Cl)c1 (stereo not given)
  2, 2, 1, 0.98, -3, -7, -2, 0, 2
- COc1ccccc1C(=O)O[C@H]1[C@H](Cc2ccccc2)NS(=O)(=O)[C@H]2C[C@@H]3C=C[C@]12O3
  4, 9, 6, 0.96, 2, -1, 0, 9, -7
- O=S(=O)(Cc1ccc(Cl)cc1)NCc1cccnc1
  -13, 3, 10, 1.1, -3, -4, 7, 5, 3
- O=C(NCC1CCCO1)c1cc2c(=O)[nH]c3ccccc3c2s1 (stereo not given)
  8, 5, 13, 0.92, -6, 2, 0, -1, -5
- CC1CCCCC1NC(=S)NC(=O)c1cccs1 (stereo not given)
  14, 25, -12, 0.86, -5, -8, 0, 13, 39
- N#CC1CC(c2ccc([N+](=O)[O-])cc2)=NN1c1ccc([N+](=O)[O-])cc1 (stereo not given)
  24, -16, 5, 0.76, -4, -21, -11, 9, 8
- O=C(NCc1ccc2c(c1)OCO2)C(=O)NCC1OCCN1S(=O)(=O)c1ccc(Br)cc1 (stereo not given)
  3, 8, 12, 0.97, 0, -9, -1, -6, 5
- CC(C)c1cc(C(=O)NC2CCCc3c2cnn3-c2ccccc2F)no1 (stereo not given)
  3, 20, 24, 0.97, 1, -1, -4, -12, -11
- CCCCn1c(N)c(N(CCOC)C(=O)c2oc3ccc(OC)cc3c2C)c(=O)[nH]c1=O
  -6, -3, 3, 1.1, -1, -4, 1, -24, -2
- O=CN1N=C(c2ccccc2)CC1c1ccccc1[N+](=O)[O-] (stereo not given)
  7, 6, 17, 0.93, 0, -2, 1, -1, 8
- COc1cccc(S(=O)(=O)Nc2ccc(C(=O)N3CCCCCC3)cc2)c1
  -2, -4, 7, 1, -1, -6, -1, -2, 30
- O=C(NCCN1CCCCC1)/C(=C/c1ccco1)NC(=O)c1ccccc1
  -2, 13, -4, 1, -3, -1, -5, -3, -17
- C=CCC1[C@H](C)[C@H]2[C@@H]3CC[C@@H](C3)[C@H]2CN1S(=O)(=O)c1ccc(C)cc1 (stereo not given in full)
  -11, 22, x, 1.2, x, 0, 3, x, -1
- CCCCN(C)CCNC(=O)c1cc2c(=O)[nH]c3ccccc3c2n1C
  -3, 16, 7, 1, 0, 2, 4, -1, -19
- CCC(Sc1nc2ccc(C)cc2[nH]1)C(=O)O (stereo not given)
  4, -17, 7, 0.96, 0, -3, 0, 22, -9
- O=C(C1CC=CCC1)N1CCC(CO)(Cc2ccc(Cl)cc2)CC1 (stereo not given)
  5, 13, 14, 0.95, -3, -5, 1, 4, 26
- O=S(=O)(NCCc1ccc2c(c1)OCCO2)c1cccs1
  7, 10, 27, 0.93, 1, 1, 0, -20, -3
- Cc1cc(/C=C2\SC(=S)NC2=O)c(C)n1C1CC1
  37, 30, 7, 0.63, -2, -5, 1, -3, 34
- CC1CCN(C(=O)Cn2c(=O)n(Cc3ccc4c(c3)OCO4)c(=O)c3ccccc32)CC1
  2, 7, 15, 0.98, -1, -4, -5, -3, 11
- CCOC(=O)c1sc(NC(=O)Nc2ccc(F)cc2)nc1C
  -7, 14, 22, 1.1, 0, -4, -7, 20, 21
- O=C(CN1CCCC1c1ccc2c(c1)OCCO2)NC(=O)Nc1ccccc1F (stereo not given)
  -4, 24, 28, 1, 1, -8, -2, -8, -6

Next entries:
The line under a structure holds: mIAP block, tim10-1 inh, NALP3 yeast inh, mIAP activ, beta cell repl, APOBEC3G inh, APOBEC3A inh, hIAP block, TIM10 inh
- CCNc1c(NC(=O)C2CCC(C)CC2)c(=O)oc2ccccc12 (stereo not given)
  -2, 1, 9, 1, -3, -2, -1, -5, -17
- CC1CCN(CC(C)OC(=O)c2ccc3c(c2)OCCO3)CC1 (stereo not given)
  7, -8, 10, 0.93, -1, 1, 2, 0, 2
- Clc1ccc(Cn2ncc3c(N4CCCC4)ncnc32)cc1
  -5, 20, 41, 1.1, -2, -5, -1, -7, -32
- O=C(NCCN1CCOCC1)c1cccc(S(=O)(=O)N2CCCCCC2)c1
  3, 19, -11, 0.97, 0, -7, -4, 11, 29
- Cc1nc(CCNC(=O)C2CCC(=O)N(Cc3ccc(Cl)cc3)C2)sc1C (stereo not given)
  -4, -4, 11, 1, -3, -1, 3, -5, 5
- OC(C[n+]1ccccc1)c1ccccc1 (stereo not given)
  5, -3, 21, 0.95, -2, -2, 1, -13, -10
- O=C(Cc1ccc(F)cc1)Nc1nnc(-c2ccc(F)cc2)o1
  1, -6, -6, 0.99, -2, -2, -6, -10, 9
- COc1ccccc1OCC(=O)NNC(=O)c1ccc(F)c(S(=O)(=O)N2CCOCC2)c1
  -6, -13, 11, 1.1, -1, -6, -1, -22, -11
